S3 lipid droplet – qHTS Assay for Lipid Storage Modulators in Drosophila S3 Cells; Drosophila S3 cells, BODIPY lipid droplet fluorescence, 18-24 h; cells fed with added oleic acid; Potency in µM for hits, for the others lipid storage change, negative = inhibition, % at the top dose, mostly 46.1 µM; 320,000 tested, 0.64% active; active means well fitted inhibition curve with a large enough effect in the signal ratio, with a control signal flat, not every such curve was filed as active; inconclusive means small, poorly fitted or top-dose-only effect, or effect the other way, or a change in a side signal; the % refers to the signal ratio
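Drosophila S3 cells loaded with oleic acid (400 uM, as added) and compounds at several concentrations; lipid droplets imaged by 488-nm laser-scanning cytometry, 500–530 nm intensity and object ratio to cell channel. Percent activity normalized to 20 uM Triacsin C.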
S3 lipid droplet cell count max – also measured in S3 lipid droplet; calls as there; cell number change, %; measured here: cell count max response;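 cells counted by Cell Tracker Red CMTPX staining in the red channel; peak over a dose series mostly up to 46.1 µM; percent activity relative to internal control wells on each plate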
Numbers without * were called inactive; i = inactive; ? = inconclusive; nt = not tested or not shown. On the % scale 0 is the no-effect control and ±100 the full control effect; potency means the concentration at half of the fitted maximal effect. Only part of the results is shown, so the mix of outcomes need not match the whole.

Every second line gives: S3 lipid droplet	S3 lipid droplet cell count max
O=C(N=C1SC2CS(=O)(=O)CC2N1c1c(Cl)cccc1Cl)C1CC1 (stereo not drawn)
  4%	-2
Cc1ccc(C)c(CNS(=O)(=O)c2ccc3c(c2)C(C)(C)C(=O)N3C)c1
  ?	nt
COc1cccc(OCC(O)CNC(=O)c2oc3ccc(C)cc3c2C)c1 (stereo not drawn)
  ?	nt
Cc1ccc(S(=O)(=O)C(CCC(=O)N2CCOCC2)S(=O)(=O)c2ccc(C)cc2)cc1
  11%	-12
O=C(NNC(=O)c1cc2cc3ccccc3nc2s1)c1cccc(C(F)(F)F)c1
  ?	nt
CCOC(=O)c1c(NC(=O)CSc2nnc(C)c(=O)[nH]2)sc(C)c1-c1ccc(C)cc1
  -17%	18
C=CCNc1nc(C(=O)OCC(=O)Nc2ccccc2C(F)(F)F)cs1
  ?	nt
CC(=O)O[C@@H]1[C@H]2[C@@H](C[C@@H](C)[C@@H]3CCC(=O)[C@@]13C)OC(=O)[C@@H]2C
  -10%	-6
CN(CC(=O)Nc1ccc(Cl)cc1)C(=O)C1=COCCO1
  ?	nt
O=c1[nH]c(NCc2ccccc2)nc2c1CCC2
  10%	-10
CCn1c(=O)c2ccccc2n(Cc2cccc(C)c2)c1=O
  ?	nt
CCn1c(SCC(=O)Nc2ccccc2N2CCOCC2)nnc1-c1ccccc1O
  ?	nt
C/C(=N\O)c1ccc2c3ccccc3n(C)c2c1
  ?	nt
COc1ccc(C2(C)NC(=O)N(CC(=O)Nc3cccnc3Cl)C2=O)cc1 (stereo not drawn)
  24%	-5
Nc1nc(-c2nonc2N)no1
  ?	nt
O=C(Nc1ncc(Cc2ccc(C(F)(F)F)cc2)s1)c1ccc(-c2cccc([N+](=O)[O-])c2)o1
  -3%	-24
CC(Sc1nc2nn(-c3ccccc3)c(=O)c-2c2n1CCCCC2)C(N)=O (stereo not drawn)
  i	23
CCOC(=O)c1c(C)[nH]c(C(=O)N/N=C/c2cc([N+](=O)[O-])ccc2O)c1C
  ?	nt
CCOc1cc(CN2CCN(C(=O)c3ccco3)CC2)ccc1OC
  i	nt
COc1ccc(C(CNC(=O)COc2cccc(C(F)(F)F)c2)N2CCCC2)cc1 (stereo not drawn)
  -10%	16
CC(C)(C)NC(=O)C(c1ccc(F)cc1)N(C(=O)CCC(=O)Nc1ccccn1)C1CCCC1 (stereo not drawn)
  ?	nt
CCOc1cccc(CNc2ccc(O)cc2)c1OCc1ccc(Cl)cc1
  -2%	-5
COc1ccccc1C(=O)NC(=S)Nc1ccccc1N1CCCC1
  -4%	7
CCOC(=O)C1C(=O)N(O)CC1c1cccc(Oc2ccccc2)c1 (stereo not drawn)
  ?	nt
COc1ccc(C)cc1NC(=O)c1ccc2c(SCC(=O)O)c3c(nc2c1)CCCC3
  0%	11
CCCCNC(=O)C1CC(=O)N(C2CCCCC2)C1 (stereo not drawn)
  -8%	-1
Cc1cccc(NC(=O)COC(=O)c2cc(C)oc2C)c1
  2%	18
CCOc1ccc([N+](=O)[O-])cc1CNC1CCCCCCC1
  ?	nt
O=C1OC2CC3CC1CC(O)(C3)C2 (stereo not drawn)
  -9%	13
CCc1ccc(-n2c(=O)c3ccc(C(=O)NCCc4ccccc4)cc3n(CC(N)=O)c2=O)cc1
  ?	nt

Laid out differently: results already given.
Molecule | S3 lipid droplet | S3 lipid droplet cell count max
COc1ccc(C)cc1NC(=O)c1ccc2c(SCC(=O)O)c3c(nc2c1)CCCC3 | 0% | 11
CCCCNC(=O)C1CC(=O)N(C2CCCCC2)C1 (stereo not drawn) | -8% | -1
Cc1cccc(NC(=O)COC(=O)c2cc(C)oc2C)c1 | 2% | 18
CCOc1ccc([N+](=O)[O-])cc1CNC1CCCCCCC1 | ? | nt
O=C1OC2CC3CC1CC(O)(C3)C2 (stereo not drawn) | -9% | 13

(continued)
Every second line gives: S3 lipid droplet	S3 lipid droplet cell count max
CCn1cc(CN2CCCC(CNS(=O)(=O)c3cccc4cccnc34)C2)cn1 (stereo not drawn)
  ?	nt
CCOC(=O)C1CCN(C(=O)C2CCC(=O)N(CC3CCCCC3)C2)CC1 (stereo not drawn)
  -17%	-15
COc1cccc(-n2c(SCC#N)nnc2-c2cnccn2)c1
  ?	nt
Cc1cc(Br)cc(Cl)c1OC(=O)c1ccncc1
  i	-3
C=C(C)COc1ccc(-c2nc(N)ncc2-c2ccc(OC)c(OC)c2)c(O)c1
  ?	nt
CCOC(=O)C1CCN(C(=O)CC(C)c2ccccc2)CC1 (stereo not drawn)
  ?	nt
Cc1ccc(S(=O)(=O)N(CC(=O)NCc2ccc(F)cc2)C(=O)N2CCN(C)CC2)cc1
  8%	nt
CCC(=O)Nc1ccc(-c2ccc(N3CCC(C)CC3)nn2)cc1
  ?	nt
COc1cccc(OC)c1C(=O)N1CCN(Cc2ccncc2)CC1
  ?	nt
O=C(CSc1ccc(Br)c2cccc(Cl)c12)Nc1ccc(S(=O)(=O)Nc2nccs2)cc1
  i	nt
O=[N+]([O-])c1cc(C(F)(F)F)ccc1N1CCN(S(=O)(=O)c2ccc3c(c2)CCCC3)CC1
  ?	nt
FC(F)(F)c1cnc(NNC(=S)Nc2cccnc2)c(Cl)c1
  6%	14
O=C(C1CCC(=O)N(C2CCCC2)C1)N1CCC(Oc2ccccc2Cl)CC1 (stereo not drawn)
  ?	nt
CCc1[nH]nc(C(=O)N2CCCC(CCC(=O)N3CCN(c4ccccn4)CC3)C2)c1C (stereo not drawn)
  -21%	-19
Cc1ccc(NC(=O)CCc2nnc3ccc(NCc4ccco4)nn23)nc1
  ?	nt
O=c1[nH]c(C2CCN(S(=O)(=O)c3ccc4c(c3)OCCO4)CC2)nc2c1nnn2Cc1ccccc1F
  i	-14
CCCc1n(CC(O)COCC2CC=CCC2)c2ccccc2[n+]1C (stereo not drawn)
  7%	0
Cc1cc(C)cc(NC(=O)CCc2c(C)nn(-c3ccc(N4CCOCC4)nn3)c2C)c1
  i	3
Cc1ccc(S(=O)(=O)N(C)S(=O)(=O)c2ccc(C#N)cc2)cc1
  ?	nt
O=C(COC(=O)CNC(=O)c1ccccc1F)Nc1ccc2[nH]c(=O)[nH]c2c1
  ?	nt
CC1(C)Cc2c(sc3nc(-c4ccccc4)oc(=O)c23)CO1
  15%	-7
COCCNC(=O)C(=O)N/N=C(\C)CC(=O)Nc1ccc2c(c1)OCO2
  -4%	-8
COc1ccc(C(C(=O)NC2CCCCC2)N(C(=O)c2sc(C)nc2C)c2ccc(C(C)=O)cc2)cc1 (stereo not drawn)
  i	-3
CCCCC[C@H]1CN(CCc2ccccc2)C(=O)[C@@H]1CC(=O)NCc1ccc(OC)cc1
  -6%	-14
COc1ccccc1Cn1c(=S)[nH]c2cc(C(=O)N3CCN(C)CC3)ccc2c1=O
  -6%	0
O=C(NNC(=O)c1ccco1)Nc1ccccc1
  i	-7
CCCc1nc2n[nH]c(N)c2c2c1CCCC2
  ?	nt
CC(=O)C[C@H](O)CC(=O)[C@H]1OC(=O)CC/C=C\Cc2ccccc21
  ?	nt
Cc1cc(NC(=O)CSC2=Nc3ccccc3C3=NC(Cc4ccccc4)C(=O)N23)n[nH]1 (stereo not drawn)
  5%	-2
O=C(CCNC(=O)c1ccco1)NCc1ccccc1
  ?	nt
COc1nc(OC)nc(N2CCC(C(=O)NC3CCCCCC3)CC2)n1
  ?	nt
NNC(=O)Cn1nnc(-c2ccc(C(F)(F)F)cc2)n1
  ?	nt
COc1cccc(N2CC(NS(=O)(=O)c3cccs3)CC2=O)c1 (stereo not drawn)
  ?	nt
COC(=O)c1ccc(CSc2nnc(C)n2N)o1
  ?	nt
Cc1ccc2cc(/C=C3\N=C(c4ccccc4)OC3=O)c(N3CCOCC3)nc2c1
  7%	-2
Cc1ccc(S(=O)(=O)N2CCN(C(=O)COC(=O)CCOc3ccccc3C)CC2)cc1
  ?	nt
NNC(=O)[C@@H]1C[C@@H]1c1ccccc1
  ?	nt
c1ccc(N2CCN(c3nc(NCc4ccco4)c4ccccc4n3)CC2)cc1
  ?	nt
CC(=O)N(C(C)=O)N1C(=O)C2C3c4ccccc4C(c4ccccc43)C2C1=O (stereo not drawn)
  ?	nt
Cc1cccc(N2C(=O)CC(SC(N)=Nc3ccccc3)C2=O)c1 (stereo not drawn)
  ?	nt
Cc1oc2cc3oc(=O)c(CC(=O)O)c(C)c3cc2c1-c1ccccc1
  10%	1
CCCCCC(=O)Nc1ccc(-c2cn3cccnc3n2)cc1
  i	nt
CCC1CCCCN1C(=O)CSc1nc(N)c(NC(=O)c2ccco2)c(=O)[nH]1 (stereo not drawn)
  21%	15
O=C(NCc1ccc(F)cc1)C1CCN(C(=O)NCc2ccccc2)CC1
  i	nt
Cc1cc(C)n(-c2ccc(C(=O)NC3CCCCC3)cc2)n1
  15%	17
Cc1oc(-c2cccc(Cl)c2)nc1CS(=O)(=O)CC(=O)NCc1ccco1
  ?	nt
CCOCC(=O)Nc1c(C(=O)Nc2ccccc2OC)oc2ccccc12
  ?	nt
Cc1ccc(NC(=O)c2nc[nH]c2C(=O)N[C@@H](C)c2ccccc2)cc1
  ?	nt
N#C/C(=C1/CCCCCN1)c1nc2ccccc2[nH]1
  25%	-20
Cc1ccc(C(C)C)c(OCC(=O)Nc2sc3c(c2C#N)CC(C)(C)NC3(C)C)c1
  i	7

(more compounds)
Every second line gives: S3 lipid droplet	S3 lipid droplet cell count max
COC(=O)c1c(C)[nH]c(C(=O)C(C)OC(=O)c2ccco2)c1C (stereo not drawn)
  24%	21
CCc1ccc(NC(=O)COC(=O)Cn2cnc3ccccc32)cc1
  12%	18
COCCn1nnnc1C(c1cccc(C#N)c1)N1CCCCCC1 (stereo not drawn)
  ?	nt
COc1cccc(C(=O)C2CCCN(C(=O)c3ccccc3Cl)C2)c1 (stereo not drawn)
  -10%	16
O=C(NCc1ccccc1Cl)c1ccc2c(c1)OCO2
  ?	nt
CC1CCN(S(=O)(=O)c2ccc(C(=O)Nc3ncccc3O)cc2)CC1
  i	-6
COc1ccc(/C=N/NC2=NS(=O)(=O)c3ccccc32)cc1
  0%	21
COc1ccc(S(=O)(=O)N2CCCC(C(=O)N3CCOCC3)C2)cc1C (stereo not drawn)
  i	17
COc1ccc(C(=O)C2CCN(C(=O)c3ccc(OC)cc3)CC2)cc1
  -12%	-1
CCN(CC)C(=O)CN1C(=O)C(=O)c2ccccc21
  -19%	11
COc1ccc(CNC(=O)CN(CC2CCCO2)C(=O)CNS(=O)(=O)c2ccc(C)cc2)cc1 (stereo not drawn)
  ?	nt
COc1ccc(C(=O)NCC(=O)OCC(=O)Nc2sccc2C#N)cc1OC
  i	nt
Cc1ccc(N2CCOCC2)c2c1C(=O)c1ccccc1C2=O
  ?	nt
O=C(NC1CCCC1)c1cc2c(ccc3ccccc32)o1
  ?	nt
CCCc1[nH]nc2c1C(c1ccc(O)cc1OCC)C(C#N)=C(N)O2 (stereo not drawn)
  ?	nt
O=C(CSc1nc2ccccc2c(=O)n1Cc1ccco1)N1CCCC1
  9%	0
CCCS(=O)(=O)N1CCN(Cc2ccccc2OCC)CC1
  14%	1
COCCNC(=S)NC1CC2CCCC(C1)N2Cc1ccco1 (stereo not drawn)
  -6%	nt
C=CCO/N=C/C1C(=O)CC(C)(C)CC1=O
  5%	-12
CCCCn1c(C(C)NC(=O)c2cccs2)nc2ccccc21 (stereo not drawn)
  ?	nt

By substructure: the entries above with a nitro group on carbon.
Every second line gives: S3 lipid droplet	S3 lipid droplet cell count max
O=C(Nc1ncc(Cc2ccc(C(F)(F)F)cc2)s1)c1ccc(-c2cccc([N+](=O)[O-])c2)o1
  -3%	-24
CCOC(=O)c1c(C)[nH]c(C(=O)N/N=C/c2cc([N+](=O)[O-])ccc2O)c1C
  ?	nt
CCOc1ccc([N+](=O)[O-])cc1CNC1CCCCCCC1
  ?	nt
O=[N+]([O-])c1cc(C(F)(F)F)ccc1N1CCN(S(=O)(=O)c2ccc3c(c2)CCCC3)CC1
  ?	nt

Following part:
Every second line gives: S3 lipid droplet	S3 lipid droplet cell count max
Cn1c(=O)cc(SCC(=O)N2CCOCC2)c2ccc(Cl)cc21
  0%	-1
CCN(Cc1cnn(C)c1)C(=O)CC1C(=O)NCCN1Cc1cccc(OC)c1OC (stereo not drawn)
  -11%	-14
COc1cc2cc(CN(Cc3cccnc3)C(=O)Nc3ccccc3)c(=O)[nH]c2cc1OC
  ?	nt
CC(CCC(C)OC(=O)c1ccccc1C(=O)O)OC(=O)c1ccccc1C(=O)O (stereo not drawn)
  16%	13
Cc1cc(C)cc(OC(=O)CCN2C(=O)c3ccccc3C2=O)c1
  10%	11
O=C(c1ccc(Oc2ccc([N+](=O)[O-])cc2)cc1)N1CCCCCC1
  i	nt
COC(=O)c1c(C)[nH]c(C(=O)CSc2ncnc3sc(-c4ccccc4)cc23)c1C
  ?	nt
COc1cc(/C=N/NC(=O)c2ccncc2)ccc1OCCN1CCCCC1
  -5%	-10
COc1ccccc1N1CCN(S(=O)(=O)CCNC(=O)C2CCCCC2)CC1
  ?	nt
O=C(Nc1ccon1)c1ccc(OC2CCCC2)cc1
  18%	-2

Screens from PubChem BioAssay.
